Screens deposited in PubChem by several laboratories.
CYP2C19 inh: blocks human cytochrome P450 2C19; P33261; CYP2C19 Supersomes, luciferin-H EGE luminescence, 30 min; inhibition, % at 5 µM; hit rate 21% among 96,000; AID 778;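 active = CYP2C19 inhibition above a set limit at 5 µM in the primary screen, cut at about 50% in these data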;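 also: plate controls were negative control wells for no effect and 2.5 mM tranylcypromine positive control for full effect; values of inactives mirror those of a sister screen read the other way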
CYP2C9 act: increases human cytochrome P450 2C9 activity; activation factor at 5 µM; hit rate 1.4% among 96,000; AID 1024; P11712; recombinant CYP2C9, luciferin-H conversion, luminescence; active compounds read high; factor 1 = untreated enzyme, 0 = blocked;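 active = activation factor of 2 or more for CYP2C9 at a 5 µM dose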;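 also: 0 = sulfaphenazole-blocked wells and 1 = vehicle-only wells; values of inactives mirror those of a sister screen read the other way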
Target sequence (P11712 whole entry, looked up): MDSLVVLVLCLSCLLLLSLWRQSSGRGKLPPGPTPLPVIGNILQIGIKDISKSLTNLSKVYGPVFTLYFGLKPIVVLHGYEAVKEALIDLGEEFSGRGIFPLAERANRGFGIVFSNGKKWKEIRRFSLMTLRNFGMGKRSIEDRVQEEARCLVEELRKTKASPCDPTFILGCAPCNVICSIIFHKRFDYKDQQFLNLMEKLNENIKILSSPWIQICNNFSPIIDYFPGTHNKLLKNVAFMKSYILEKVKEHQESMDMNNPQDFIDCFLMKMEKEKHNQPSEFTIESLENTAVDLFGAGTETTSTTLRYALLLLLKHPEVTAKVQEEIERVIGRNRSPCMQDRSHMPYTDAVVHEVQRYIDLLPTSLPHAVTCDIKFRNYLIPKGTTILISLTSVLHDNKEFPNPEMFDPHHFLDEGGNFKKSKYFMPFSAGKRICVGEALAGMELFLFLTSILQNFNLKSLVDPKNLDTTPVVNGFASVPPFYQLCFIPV
CYP2C19 activ: increases human CYP2C19 enzyme activity | P33261 | recombinant CYP2C19, luciferin-H EGE luminescence; active compounds read high; 0 = fully inhibited enzyme, 1 = untreated enzyme | AID 1025 | activation factor at 5 µM | 96,000 tested, under 10 active;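 active = activation factor of at least 2 at 5 µM in the primary screen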;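 also: 0 = wells with 2.5 mM tranylcypromine and 1 = vehicle-only wells; values of inactives mirror those of a sister screen read the other way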
EphB4 ephrin blk: blocks human EphB4 binding to ephrin-B2; EphB4 LBD / TNYL-RAW-Alexa532 peptide, fluorescence polarization; inhibition, % at 7 µM; hit rate 0.15% among 97,000; AID 720;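 active = inhibition above the screen-wide mean inhibition plus 3 SD, cut at about 15% in these data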;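 also: 0% = DMSO wells and 100% = excess unlabeled TNYL-RAW peptide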
PLAP act: activators of human placental alkaline phosphatase | P05187 | purified PLAP enzyme, luminescent substrate read-out; active compounds read high | activation fold at 20 µM | hit rate 1.2% among 96,000; in the data active = activation fold above about 2
Target sequence (P05187 whole entry, looked up): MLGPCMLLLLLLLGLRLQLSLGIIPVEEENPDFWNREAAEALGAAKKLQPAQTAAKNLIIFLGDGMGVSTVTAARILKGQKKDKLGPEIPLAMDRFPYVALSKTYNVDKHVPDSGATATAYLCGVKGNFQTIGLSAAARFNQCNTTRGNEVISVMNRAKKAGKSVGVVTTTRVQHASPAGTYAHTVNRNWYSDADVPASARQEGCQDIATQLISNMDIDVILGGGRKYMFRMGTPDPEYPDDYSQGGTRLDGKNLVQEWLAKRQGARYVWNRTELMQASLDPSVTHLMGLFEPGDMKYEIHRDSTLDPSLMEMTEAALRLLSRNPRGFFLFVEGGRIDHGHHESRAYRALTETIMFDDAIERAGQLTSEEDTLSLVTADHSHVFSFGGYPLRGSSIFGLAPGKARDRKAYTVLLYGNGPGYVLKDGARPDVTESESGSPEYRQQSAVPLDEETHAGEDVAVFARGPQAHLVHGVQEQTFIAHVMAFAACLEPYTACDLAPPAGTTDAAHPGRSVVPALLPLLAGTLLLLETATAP
Pyk2 oligo antag: blocks oligomerization of human Pyk2 in cells; AID 1347419; hit rate 0.83% among 99,000; Q293 cells, Pyk2 FERM NanoBiT luminescence; active compounds read low; z-score (the deposit names both 25 µM and 10 µM); Q14289;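 active = Z-score of -3 or lower, scaled per plate to the spread of control and sample wells; inactive = z-score above -3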;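 also: negative z-score means lost luminescence so less FERM oligomerization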
PostGolgi yeast: growth inhibition of a yeast mutant, post-Golgi transport screen. inhibition, % at 10 µM. hit rate 0.9% among 98,000. AID 739. post-Golgi transport phenotypic cell assay; in the data active = inhibition above about 30%;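 also: yeast cells grown in 1536-well plates; yeast grown about 18 h at 30C before absorbance read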
CYP2C9 inh: inhibitors of human CYP2C9; P11712; CYP2C9 Supersomes, luciferin-H conversion, luminescence; inhibition, % at 5 µM; hit rate 20% among 96,000; AID 777;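 active = blocking of liver enzyme CYP2C9 beyond about 50% at 5 µM, limit read from the data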; also: values of inactives mirror those of a sister screen read the other way
Ecoli WT expand: E. coli BW25113 growth inhibition, expanded screen | AID 710 | OD600 absorbance | hit rate 0.15% among 98,000 | growth inhibition, % at 100 µM;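 active = growth inhibition above about 50% at one test dose, limit read from the data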;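 also: growth measured after 20 h incubation at 37 °C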
Active calls of the source: *; x = no result given.

structure	CYP2C19 inh	CYP2C9 act	CYP2C19 activ	EphB4 ephrin blk	PLAP act	Pyk2 oligo antag	PostGolgi yeast	CYP2C9 inh	Ecoli WT expand
C=CCOc1ccccc1C1C2=C(CC(C)(C)CC2=O)Nc2c1c(=O)n(C)c(=O)n2C (stereo not drawn)	1	1.1	1	3	1.2	0.45	7	-15	-3
COCCCNC(=O)CNC(=S)N(Cc1ccccc1F)C1CCCCC1	5	1	1	8	1.6	0.48	2	-1	-4
Cc1cccc(C(=O)Nc2ccc(C)c(OC(=O)c3cccc(C)c3)c2)c1	10	0.7	0.9	-1	1	x	-4	29	-5
CCCC(=O)Nc1nnc(CCN2CCCCC2)s1	-8	1.1	1.1	2	1	1.1	-1	-11	1
Cc1ccccc1Cc1c(C)nc2c(C(=O)NCc3ccc4c(c3)OCO4)cnn2c1C	9	0.8	0.9	4	0.9	-0.28	-2	15	-7
c1ccc2cc(OCCN3CCCC3)ccc2c1	4	1	1	-2	0.9	-1.1	-1	2	4
C=CCSc1nnc(-c2nnc(SCC=C)n2-c2ccccc2)n1-c1ccccc1	32	0.6	0.7	-5	1.1	-1.6	6	36	-5
CNc1ccccc1-c1nc2ccccc2n(C)c1=O	-6	1.1	1.1	-9	0.7	0.99	-2	-13	-3
O=C(CSc1ncn(-c2ccccc2)n1)c1cccs1	94*	0.3	0.1	-2	0.8	0.9	1	71*	8
CN(C)CCCn1c(NC(=O)C2CCCCC2)nc2ccccc21	-15	1.2	1.2	6	1.8	-0.91	1	-19	-3
CCN(CC)CCn1nc(C)nc1-c1ccccc1O	88*	0.9	0.1	-2	2.3*	0.66	40*	13	3
CCN(CC)C(=O)CSc1nc2cc3c(cc2c(=O)n1Cc1ccc2c(c1)OCO2)OCO3	-17	1.1	1.2	x	0.8	-3.1*	6	-6	-2
CCOC(=O)N1CCN(c2nc(=S)n(-c3ccccc3)c(C)c2C(C)=O)CC1	-5	1.1	1.1	12	1.3	0.91	1	-10	-6
Cc1cccc(OCCC(=O)NCC(c2ccco2)N2CCCCC2)c1 (stereo not drawn)	34	0.9	0.7	5	1.4	1	-6	11	3
Nc1ccccc1SCc1cc([N+](=O)[O-])cc2c1OCOC2	19	0.5	0.8	2	0.7	-0.62	12	54*	6
CCOC(=O)c1ccc(CNC(=O)c2cc(C(C)(C)C)oc2C)o1	90*	0.2	0.1	-2	1.4	0.11	5	76*	5
COc1cccc(Cn2c(N)c(C#N)c3nc4ccccc4nc32)c1OC	25	0.8	0.7	1	1.1	-2.4	0	17	-10
Cc1c2c(nc3nc4ccccc4n13)CCCC2=O	-4	1	1	x	1	x	4	0	10
CC(C)Cc1nc(SCC(=O)NCc2ccccc2)n[nH]1	21	0.8	0.8	3	1.2	0.79	0	15	9
CCCCOc1cccc(/C=N/NC(=O)c2csc(C)c2C)c1	-9	1	1.1	3	0.9	0.23	9	-2	-16
COc1ccccc1Oc1ccc(S(=O)(=O)NCc2ccccn2)cc1	44	0.7	0.6	2	1.7	0.85	-1	28	-5
COCC(=O)N(CCc1ccc(OC)c(OC)c1)Cc1nc2ccccc2c(=O)[nH]1	58*	1	0.4	0	1.3	-0.31	-13	4	2
CCCCOc1ccc(-c2nnn(CC(=O)Nc3ncc(CC(=O)OCC)s3)n2)cc1	21	0.2	0.8	4	1.3	1.2	9	76*	-6
Cc1ccc2oc(-c3cccc(NC(=O)c4ccc(Br)o4)c3C)nc2c1	14	0.7	0.9	-4	0.8	3.4	-1	27	-5
CCOC(=O)c1oc2cc(O)cc(C)c2c(=O)c1-c1cscn1	16	0.9	0.8	5	1.2	-0.72	-7	14	6
CCOC(=O)c1[nH]c2ccc(OC)cc2c1NC(=O)N1CCOCC1	3	1.1	1	-1	1.1	0.33	16	-9	3
CC(C)(C)c1ccc(S(=O)(=O)N2CC(=O)Nc3ccccc32)cc1	82*	0.9	0.2	-5	0.8	1.2	6	10	-2
COCCNC(=O)CSc1nnc2c(Cl)cc(Cl)cn12	8	0.8	0.9	1	0.9	1.9	3	22	3
COC(=O)c1cc(Cl)c(NS(=O)(=O)c2ccccc2)cc1OC	92*	0.1	0.1	x	1	-2.5	-1	92*	-7
COc1ccccc1CNC(=O)CCCOc1cc(=O)n(C)c2ccccc12	4	1.3	1	6	1.1	0.61	4	-28	-4
CN(C)S(=O)(=O)c1cccc(C(=O)N2CCc3ccccc32)c1	17	0.8	0.8	-8	0.9	0.39	-1	17	5
CCOc1cc(-c2ccc3c(c2)OCO3)cc(=O)c2c(C)oc(C)c12	28	0.7	0.7	x	1.3	x	x	32	x
O=C(Nc1nnc(C2CC2)s1)c1cc(S(=O)(=O)N2CCN(c3ccccc3)CC2)ccc1Cl	2	1	1	-3	1	-1	12	4	0
Cc1ccc(C(=O)NCC(C)(C)O)cc1	x	x	x	-7	x	0.66	-6	x	2
CCc1nc(NCCCn2ccnc2)c2oc3ccccc3c2n1	91*	0	0.1	-6	1	-0.89	-3	98*	3
O=S(=O)(NC1CCCC1)c1cccc(S(=O)(=O)N2CCC(n3nnc4ccccc43)CC2)c1	75*	0.3	0.3	7	1.3	-0.6	-6	72*	-10
O=C(COc1cc(=O)n2c(n1)SCCC2)c1ccccc1	26	1	0.7	-8	0.8	0.8	8	-1	-2
CCn1c(SCC(=O)Nc2nnc(C)s2)nnc1-c1ccncc1	10	1	0.9	4	1.1	1	-5	-1	4
Cc1cc(C)nc(SCC(=O)c2ccc3c(c2)OCCO3)n1	40	1.5	0.6	-2	0.8	-0.91	-3	-55	-3
CC1=NN(C(=O)Cc2ccccc2)C(O)(c2cccnc2)C1 (stereo not drawn)	4	1.1	1	1	1.5	0.22	3	-10	5
Clc1ccc(CSc2cc3c(nn2)-c2ccccc2CC3)cc1Cl	25	0.7	0.8	5	0.9	0.77	-7	31	-18
COc1ccc(S(=O)(=O)Cc2ccc(C(=O)N3CCN(C4CCCCC4)CC3)o2)cc1	2	0.3	1	-1	1.9	x	1	66*	-1
COc1ccccc1N(CC(=O)Nc1cccnc1)S(=O)(=O)c1ccccc1	90*	0	0.1	8	1	-1.6	-9	100*	-1
CC(C)CCOCc1nc2sc3c(c2c(=O)[nH]1)CCC(C)C3 (stereo not drawn)	54*	0.3	0.5	-2	1.5	-1	8	72*	-8
CC(=O)Nc1ccc(S(=O)(=O)NCc2cn3c(C)csc3n2)cc1	x	x	x	1	x	0.06	2	x	-6
CCOc1ccc(C2=Nc3ccccc3C(c3ccc(N4CCOCC4)cc3)=NN2)cc1	49	0.8	0.5	14	1.4	0.68	7	16	2
COc1ccc(-c2nnc(SC(=O)N3c4ccccc4Sc4ccccc43)o2)cc1	12	0.2	0.9	x	1.3	0.78	x	83*	x
COC(=O)c1cccc(COC(=O)c2ccccc2NC(=O)c2ccco2)c1	-10	0.7	1.1	-1	0.7	-1.3	-1	32	-17
CCCOc1ccc(-c2nc(OCC)c3ccccc3n2)cc1	-6	0.9	1.1	-3	0.9	-0.56	-7	6	1
O=C(C1=COCCO1)N1CCN(C(c2ccccc2)c2ccccc2)CC1	4	0.3	1	-3	1.5	-0.92	-6	67*	-8
CCOC(=O)c1ccc(NC(=O)Nc2ccc(S(N)(=O)=O)cc2)cc1	1	0.9	1	2	0.8	0.32	-5	6	1
COc1ccc([C@@H]2[C@H]3C(=O)N(c4cccc(C(F)(F)F)c4)C(=O)[C@H]3ON2C)cc1	55*	0.6	0.5	-1	1.3	-0.03	-5	37	0
Cc1ccc(C)c(NS(=O)(=O)c2cc(C(=O)Nc3ccccc3-c3ccccc3)ccc2Cl)c1	79*	0.3	0.2	0	1.1	-0.88	-4	70*	-18
CCn1c(SCC(=O)Nc2nonc2C)nnc1-c1ccco1	86*	0.7	0.1	7	1.1	0.45	2	32	5
Cc1cc(C)n(-c2nc3c(c(=O)[nH]c(=O)n3C)n2Cc2ccccc2)n1	-7	1.1	1.1	0	1	-0.1	-4	-9	5
CCOC(=O)C1=C(CSc2nc(-c3ccncc3)ccc2C#N)OC(N)=C(C#N)C1c1ccc(OC)cc1 (stereo not drawn)	91*	0.1	0.1	-1	1.5	-0.02	7	94*	-11
CCn1c(=O)cc(OCC(=O)N2CCCCCC2)c2ccccc21	5	1.2	0.9	-3	1.5	-0.36	0	-16	0
COc1ccc(C(=O)N[C@H](C(=O)Nc2ccc(OC)nc2)C(C)C)cc1	22	0.7	0.8	1	1	0.26	0	34	3
Cc1ccc2c(c1)sc1nc(=O)n(-c3ccc(Cl)c(Cl)c3)c(=O)n12	14	1.1	0.9	9	1	-0.51	-6	-8	-4
CC(NC(=O)COc1cccc(Br)c1)C(=O)O (stereo not drawn)	-3	1	1	0	0.9	0.92	8	1	3

Further compounds
structure	CYP2C19 inh	CYP2C9 act	CYP2C19 activ	EphB4 ephrin blk	PLAP act	Pyk2 oligo antag	PostGolgi yeast	CYP2C9 inh	Ecoli WT expand
COc1cccc(C(=O)N(Cc2ccco2)Cc2cc3cccc(C)c3[nH]c2=O)c1	16	0.6	0.8	10	0.9	-1.6	-6	40	-12
O=C(c1ccc(S(=O)(=O)N2CCOCC2)cc1)N1CCN(c2ccc(F)cc2)CC1	1	1	1	-1	1.6	-0.54	18	3	1
CCOC(=O)c1nnn(CC(=O)N2N=C(c3ccc(Cl)cc3)CC2c2ccc(OC)cc2)c1C(=O)OCC (stereo not drawn)	x	x	x	5	x	-0.37	-5	x	-11
Cc1cc(C)nc(SCCC(=O)N(C)C)n1	-4	1.1	1	9	0.9	0.27	-3	-10	4
Cc1cc(N2CCN(C)CC2)nc2ccc(NC(=O)CCC(=O)NCc3ccco3)cc12	-5	1.1	1	4	1.5	0.66	7	-5	1
O=C(Nc1cnc2ccccc2c1)N1CCOCC1	16	0.9	0.8	-2	1.1	0.5	-9	10	0
Cc1cc(C)c2c(CC(=O)Nc3nccs3)coc2c1	12	0.8	0.9	3	0.9	-0.68	-1	20	-12
CCCCn1c(CCNC(=O)c2cccs2)nc2ccccc21	63*	0.8	0.4	5	1.2	0.89	10	21	15
Cc1ccc(NC(=O)CSc2nnc(-c3ccco3)c(-c3ccco3)n2)cc1	98*	0	0	0	1.6	0.56	1	95*	-16
COc1ccccc1NC(=O)CSc1nnc(-c2ccccc2)o1	59*	0.9	0.4	3	1.2	x	-6	15	4
CC1CCCC(C)N1C(=O)CN1CCN(c2nc(-c3ccc(F)cc3)cs2)CC1 (stereo not drawn)	7	1	0.9	-3	1.6	-0.67	-1	2	-10
CCN(Cc1ccccc1)C(c1ccc(Cl)cc1)c1nnnn1C(C)(C)C (stereo not drawn)	16	0.8	0.8	-1	1	-0.26	1	23	-1
CCN1C(=O)c2cccc3c(S(=O)(=O)Nc4ncccc4C)ccc1c23	23	0.4	0.8	5	1.2	-0.34	0	56*	7
COc1ccc(-c2nc(N)ncc2Oc2ccccc2Br)c(O)c1	48	0.6	0.5	0	0.9	-2.7	-5	42	-6
CCCn1c(C)nc2c(c1=O)c1nc3ccccc3nc1n2CCC1=CCCCC1	29	0.7	0.7	2	1.2	0.57	5	32	-9
COc1ccc(OC)c(Nc2nc3nonc3nc2N2CCCCC2)c1	5	1.1	0.9	-2	1	-0.12	-2	-8	-12
COc1cc(-c2nc(-c3ccc(-c4ccccc4)nc3OC)no2)cc(OC)c1OC	4	1	1	x	0.9	x	x	2	x
O=C(NCCCN=C1NS(=O)(=O)c2ccccc21)c1ccncc1	22	0.2	0.8	6	0.9	0.1	22	80*	8
